# RSV antiviral HEp-2 = RSV antiviral activity via CPE protection, HEp-2 cells, primary 10 µM value included (AID 2391); 0.13% of 310,000 active; one-dose CPE inhibition, % at 10 µM; IC50 in µM for titrated hits; HEp-2 cells, RSV-induced CPE inhibition; higher % means a stronger effect; in the data active = a potency from the dose series; also: strong numbers were not always called active
# Rac1 GTP hydrolysis = MgcRacGAP GTPase-activating activity inhibitors, confirmation, biochemical, ADP Hunter fluorescence; AID 624330, 2012; Rac GTPase-activating protein 1 (Homo sapiens); 0.6% of 340,000 active; MgcRacGAP-stimulated Rac1 GTP hydrolysis, ADP Hunter fluorescence; higher % means a stronger effect; GST-tagged Rac1 F28L mutant substrate; inhibition, % at 30 µM, or IC50 in µM where a hit was titrated;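 active = first-screen hits whose inhibition reached a set limit at any dose in the follow-up dose series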;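 also: fluorescence reports GDP produced by GAP-driven GTP hydrolysis; strong numbers were not always called active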
# NS5 inhibitors = Dengue-2 NS5 methyltransferase inhibitors, primary screen, biochemical, confirmation dose response (AID 588689) | Genome polyprotein (Dengue virus type 2 (strain 16681-PDK53)) | Dengue-2 NS5 methyltransferase capping enzyme assay, biochemical; higher % means a stronger effect | inhibition, % at 25 µM; hits with a dose series show IC50 in µM | 0.3% of 340,000 active; in the data active = a potency from the dose series
# GPR35 antagonists = GPR35 antagonists blocking zaprinast-driven arrestin recruitment, primary screen, imaging, U2OS, beta-arrestin-GFP, zaprinast agonist (AID 2058); G-protein coupled receptor 35 (Homo sapiens); U2OS GPR35 beta-arrestin-GFP translocation imaging, zaprinast antagonism; higher % means a stronger effect; inhibition, % at 10 µM; hits with a dose series show IC50 in µM; 0.052% of 290,000 active;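 active = inhibition of at least 50% with at least 30 cells and total cytoplasm GFP at most 10,000,000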
# LYP phosphatase = inhibitors of LYP phosphatase, biochemical, fluorescence intensity, uHTS (AID 1779); recombinant LYP phosphatase, fluorescence intensity; higher % means a stronger effect; one-dose inhibition, % at 11.5 µM; IC50 in µM for titrated hits; 0.054% of 290,000 active; Tyrosine-protein phosphatase non-receptor type 22 (Homo sapiens); in the data active = inhibition above about 50%;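 also: plate controls were vehicle with enzyme for no effect and no enzyme for full effect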
# West Nile antiviral = West Nile virus antiviral activity, cell-based, CPE readout (AID 1621); West Nile virus-infected cells, CPE inhibition; higher % means a stronger effect; CPE inhibition, % at 10 µM, or IC50 in µM where a hit was titrated; 0.02% of 290,000 active; in the data active = a potency from the dose series; also: strong numbers were not always called active
# Large T inhibition = SV40 large T antigen inhibitors, biochemical (AID 1903) | SV40 large T antigen ATPase/helicase inhibition assay; higher % means a stronger effect | 0.39% of 310,000 active | inhibition, % at 20 µM; hits with a dose series show IC50 in µM; in the data active = a potency from the dose series; also: strong numbers were not always called active
# Salmonella PhoP GFP = inhibitors of PhoP regulon expression, primary screen, Salmonella Typhimurium, GFP reporter (AID 1863); inhibition, % at 50 µM; hits with a dose series show IC50 in µM; 0.16% of 300,000 active; S. Typhimurium PhoP-regulated promoter GFP reporter, 4 h; higher % means a stronger effect;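 active = inhibition over 29.93%, a cutoff 3 SD above the screen mean, later confirmed by dose response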;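 also: 0% = low Mg2+ inducing control and 100% = high Mg2+ repressing control; strong numbers were not always called active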
# ER stress rescue = rescue of cells from ER stress-induced death, primary screen, 384-well, CSM14.1, thapsigargin, ATP luminescence (AID 1222) | cellular ATP content (survival), % at 20 µM; hits with a dose series show EC50 in µM | CSM14.1 thapsigargin-induced death rescue, ATP luminescence; higher % means a stronger effect | 190,000 tested, under 10 active;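 active = EC50 below 50 µM in the dose-response confirmation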;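 also: death triggered by thapsigargin at about 15 µM added after 2 h compound pretreatment; cell ATP read after overnight thapsigargin exposure of roughly 18 to 22 hours; normalized against plate controls of thapsigargin alone and 5% DMSO vehicle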
# NS5 inhibitors pilot replicate = second read-out of NS5 inhibitors, no call of its own (marks repeat the call); inhibition, %; measured here: pilot screen replicate inhibition
# * hit, by the source's call; . = no result given. This is a random part of the collection; 1.5% or so of the library scored in one or more.
SMILES,RSV antiviral HEp-2,Rac1 GTP hydrolysis,NS5 inhibitors,GPR35 antagonists,LYP phosphatase,West Nile antiviral,Large T inhibition,Salmonella PhoP GFP,ER stress rescue,others
CCCCCC(=O)N1CC2(CC(c3cccc(NC(=O)CC(c4ccccc4)c4ccccc4)c3)=NO2)C[C@@H]1C(N)=O (stereo partly drawn),1.6%,9%,-16%,-8%,4%,2.1%,8%,5%,.,
COc1cccc(OCC(Cn2cnc3ccccc32)OC(C)=O)c1 (stereo not drawn),5.0%,12%,-9%,0%,3%,-0.8%,7%,-2%,3.7%,
COc1ccc(S(=O)(=O)N2CCC(C(=O)NC3CCCC3)CC2)cc1C,0.7%,-1%,-6%,-1%,-5%,-0.7%,2%,5%,.,
NC(=O)c1ccc(NC(=O)CCCc2nc(-c3ccccc3Cl)no2)cc1,1.1%,-3%,0%,5%,-7%,0.0%,23%,1%,-2.4%,NS5 inhibitors pilot replicate=-5.2
O=C(N/N=C/c1ccc([N+](=O)[O-])s1)C(O)c1ccccc1 (stereo not drawn),0.0%,8%,5%,-5%,-14%,-1.7%,4%,84µM*,4.3%,
Cc1cccc(N2C(=O)C3C4CC(C(Br)C4Br)C3C2=O)n1 (stereo not drawn),1.1%,3%,-7%,-8%,-5%,0.9%,0%,2%,-2.3%,
COc1ccc(-c2nc(S(=O)(=O)c3ccc(C)cc3)c(N3CCCC3)o2)cc1,1.8%,10%,-12%,-9%,-6%,0.1%,7%,-1%,.,
CC(C)c1ccc(OCC(=O)Nc2ccncc2)cc1,0.1%,8%,-2%,-5%,-10%,-1.5%,7%,13%,.,
O=c1cc(CO)occ1OCc1cccc(F)c1,3.3%,3%,-10%,6%,-4%,0.4%,4%,3%,-2.0%,NS5 inhibitors pilot replicate=2.3
CC1(C)NC(=O)N(CCCCOc2ccc(Br)cc2Cl)C1=O,11%,5%,-1%,4%,-1%,-0.8%,17%,-15%,-0.1%,NS5 inhibitors pilot replicate=-0.6
O=C(CSc1n[nH]c(-c2ccco2)n1)N1c2ccccc2Sc2ccccc21,15%,7%,-5%,18%,-1%,-0.3%,9%,-12%,-1.5%,NS5 inhibitors pilot replicate=3.2
Cc1cc(=O)oc(C)c1C(=O)OCC(=O)c1ccc(Cl)c(Cl)c1,0.9%,-1%,3%,8%,-2%,-0.5%,6%,-5%,-0.8%,
Nc1nc2nn(-c3ccccc3)nc2c(=O)[nH]1,0.2%,10%,-7%,0%,-19%,-0.3%,8%,-2%,.,
COC(=O)C1=C(C)NC(C)=C(C(=O)OCCN(C)Cc2ccccc2)C1c1cccc([N+](=O)[O-])c1 (stereo not drawn),19%,0%,1%,-30%,1%,0.5%,8%,6%,-4.1%,
O=C(NCCc1cccnc1)C1CCC(=O)N(CCc2cccc(F)c2)C1 (stereo not drawn),1.4%,0%,-9%,2%,-4%,-0.1%,9%,2%,.,
Cc1cccc(C)c1NS(=O)(=O)c1c(C(=O)N2CCCCC2)c(C)n(C)c1C,-0.4%,1%,12%,9%,-13%,-0.6%,2%,1%,.,
CCOC(=O)C1(CCc2ccccc2)CCN(Cc2c(O)cccc2OC)CC1,1.5%,-4%,-5%,-2%,-7%,-1.1%,15%,-2%,-1.6%,
O=C1CNc2ccc(C(=O)N3CCN(c4ccccn4)CC3)cc2N1,-1.0%,11%,-10%,2%,-7%,-0.3%,11%,-8%,.,
CCCCC(=NCCc1c(C)[nH]c2ccc(OC)cc12)C1=C(O)CC(c2ccccc2)CC1=O (stereo not drawn),-0.8%,11%,-2%,-10%,1%,-0.3%,1%,-3%,-1.0%,
CC1CN(C(=O)c2ccccc2Nc2ccc(SC(F)F)cc2)CC(C)O1 (stereo not drawn),4.6%,11%,4%,-5%,8%,-1.0%,4%,3%,-0.4%,
CCOc1ccc(NC(=O)CSc2nc3nc4c(cc3c(=O)n2CC)COC(C)(C)C4)cc1,1.6%,.,.,0%,-1%,0.1%,9%,-15%,.,
O=C(NCc1cccnc1)C1CC(=O)N(c2ccc(F)cc2)C1 (stereo not drawn),0.4%,11%,-5%,-7%,-11%,0.8%,3%,1%,-1.2%,
O=C1CCCc2nc(NCc3ccco3)ncc21,0.4%,8%,1%,6%,-7%,0.1%,-28%,-4%,-1.9%,
Cc1nc(CSc2nnc(N)s2)cs1,0.5%,0%,-2%,4%,-7%,0.1%,14%,-4%,-0.7%,

# The final 3 entries of the part before open the next one.
SMILES,RSV antiviral HEp-2,Rac1 GTP hydrolysis,NS5 inhibitors,GPR35 antagonists,LYP phosphatase,West Nile antiviral,Large T inhibition,Salmonella PhoP GFP,ER stress rescue,others
O=C(NCc1cccnc1)C1CC(=O)N(c2ccc(F)cc2)C1 (stereo not drawn),0.4%,11%,-5%,-7%,-11%,0.8%,3%,1%,-1.2%,
O=C1CCCc2nc(NCc3ccco3)ncc21,0.4%,8%,1%,6%,-7%,0.1%,-28%,-4%,-1.9%,
Cc1nc(CSc2nnc(N)s2)cs1,0.5%,0%,-2%,4%,-7%,0.1%,14%,-4%,-0.7%,
Cn1ccc(C(=O)OCC(=O)Nc2ccccc2Cl)n1,.,2%,-4%,-7%,-14%,-0.1%,.,.,.,
Cc1ccc(-c2nc(CCNC(=O)c3ccco3)cs2)cc1,12%,7%,1%,.,.,.,11%,-9%,.,
COC(=O)C(NC(=O)c1cccnc1Cl)C(C)C (stereo not drawn),1.6%,4%,-5%,7%,-5%,0.3%,8%,-10%,.,
CC1(C(=O)NCCOc2ccccc2Cl)CC1(Cl)Cl (stereo not drawn),1.0%,0%,-7%,5%,-1%,0.1%,31%,-2%,.,
COc1ccc(CNCC(=O)Nc2cc(C)nn2-c2nc(C)cc(C)n2)cc1OC,0.1%,.,.,-19%,-10%,1.0%,2%,5%,.,
CCOC(=O)CCCNc1ccc([N+](=O)[O-])cc1[N+](=O)[O-],2.9%,2%,-7%,3%,1%,-0.6%,1%,11%,3.3%,
CCOc1cc(/C=N/NC(=O)C(OC)c2ccccc2)ccc1O (stereo not drawn),0.2%,55µM*,-16%,6%,-3%,0.0%,25%,-1%,.,
CCC1(c2ccccc2)NC(=O)N(CC(=O)NCc2ccc(C)cc2)C1=O (stereo not drawn),2.5%,4%,-7%,-4%,-7%,-1.0%,2%,1%,.,
Cc1ccc(C(=O)NCC(=O)Nc2cc(C)ccn2)cc1,-1.7%,10%,1%,.,.,.,13%,-7%,.,
O=C(O)Cc1ccc(NC(=O)C(c2ccccc2)c2ccccc2)cc1,-1.3%,8%,7%,16%,-4%,-0.3%,0%,-2%,2.1%,
O=C(c1cc(N2CCCCC2)nc2ccccc12)N1CCOCC1,0.9%,-5%,-5%,-1%,-8%,-0.1%,15%,-7%,-0.8%,
COc1ccc(-c2cc(=O)oc3cc(OC(C)C(=O)NC(Cc4c[nH]c5ccc(O)cc45)C(=O)O)ccc23)cc1 (stereo not drawn),0.1%,5%,15%,-1%,-3%,0.1%,35%,3%,.,
Cc1ccc(NC(=O)COC(=O)c2ccc3c(c2)NC(=O)C2CCCN32)cc1 (stereo not drawn),-0.7%,10%,-21%,-15%,2%,0.2%,1%,-9%,1.1%,
Cc1nn(-c2ccc(F)cc2)c2sc(C(=O)OCC(=O)N3CCC(C)CC3)cc12,0.3%,4%,6%,-4%,8%,0.4%,8%,-5%,-3.0%,
COc1cc2ncc(C(=O)c3ccccc3)c(N3CCN(Cc4ccccc4)CC3)c2cc1OC,7.0%,1%,1%,-10%,-2%,-0.5%,15%,-9%,.,
O=C(Cn1cnc2c(nnn2-c2ccccc2)c1=O)NCCc1ccccc1,1.7%,6%,-2%,-1%,0%,-0.5%,1%,8%,-1.8%,
Cc1ccc(SCc2[nH]nc3c2C(c2ccco2)C(C#N)=C(N)O3)cc1 (stereo not drawn),2.5%,19%,29%,-4%,-2%,-0.1%,13%,-14%,6.0%,
COc1ccc(CCN2C(=O)C3C4C=CC(C5CC45)C3C2=O)cc1OC (stereo not drawn),6.4%,3%,2%,11%,-2%,-1.4%,24%,1%,-0.4%,
CCC(C)C(NC(=O)C1CCC(C)CC1)C(=O)NCc1ccco1 (stereo not drawn),0.7%,11%,-4%,-10%,2%,0.3%,8%,-3%,.,
N=C1/C(=C/c2ccc(OC(=O)c3ccco3)cc2)C(=O)N=C2SC=CN12,3.4%,6%,-9%,-18%,-4%,-0.1%,3%,-1%,2.1%,
Cc1ccc(S(=O)(=O)N(C)/N=C/c2ccc(C(=O)O)cc2)cc1,-0.2%,-6%,-3%,5%,-2%,-0.4%,1%,-3%,-1.5%,
CCOc1cc(N2CCOCC2)c(OCC)cc1NC(=O)Cc1cccc(OC)c1,0.5%,8%,2%,-2%,3%,0.0%,21%,1%,8.3%,
O=C(NCc1ccccc1)N1CCN(c2ccc(F)cc2)CC1,2.1%,8%,2%,1%,-2%,1.1%,10%,3%,-0.5%,
Cc1ccc(C)c(C(=O)COC(=O)C(C)N2C(=O)C3C4CCC(C4)C3C2=O)c1 (stereo not drawn),0.3%,11%,1%,5%,-7%,-1.0%,8%,3%,.,
Cc1ccc(C)c(S(=O)(=O)NCc2ccncc2)c1,2.2%,6%,-6%,3%,-2%,-1.5%,3%,8%,-0.3%,
O=C(O)c1cccc2c1C(=O)c1cccc3snc-2c13,1.5%,1%,6%,4%,-6%,0.3%,23%,-17%,.,
O=C(CNc1ccc(Br)cc1)NNC1=NCCC1,1.9%,4%,-4%,8%,-3%,-0.2%,9%,-8%,-2.3%,
O=S(=O)(NCC1CCCO1)c1ccc(S(=O)(=O)N2CCCC2)cc1 (stereo not drawn),-0.4%,3%,-2%,6%,-8%,-0.1%,-5%,-5%,-0.4%,
CCN(C(=O)CSc1nnc2c3ccccc3n(CC)c2n1)C1CCS(=O)(=O)C1 (stereo not drawn),2.0%,3%,-4%,1%,-6%,-0.4%,2%,-1%,-3.3%,
Cc1ccc2occ(C3NC(C(=O)O)CS3)c(=O)c2c1 (stereo not drawn),2.7%,0%,1%,6%,0%,-0.7%,9%,-9%,0.1%,
O=C(COc1ccc(F)cc1Br)NCc1ccccn1,8.8%,9%,1%,4%,-4%,0.1%,4%,-12%,-2.6%,
CCOC(=O)C1=C(COc2ccccc2)NC(=O)NC1c1ccc(Br)cc1 (stereo not drawn),18%,-1%,-5%,17%,-3%,-1.2%,7%,.,.,
COc1ccc(OC)c(NS(=O)(=O)c2c(C)nc3sccn3c2=O)c1,1.2%,-4%,-8%,-2%,-4%,-1.0%,.,.,.,
CO/N=C/C(C#N)=C/c1cc(C(=O)c2ccccc2)cn1C,1.9%,8%,-1%,18%,-6%,0.0%,-9%,4%,5.8%,
COCCNC(=S)N(CCCO)Cc1cc2cc3c(cc2[nH]c1=O)OCCO3,0.6%,13%,.,0%,-6%,-0.2%,1%,9%,.,

# Source: PubChem
